Assay outcomes as filed in PubChem BioAssay.
Pf growth 48h – P. falciparum growth inhibition at 48 hours (one generation); P. falciparum luciferase growth in erythrocytes, 48 h; Potency, µM (highest dose often 28.7 µM), inactives show at the top dose activity change, negative = inhibition, most hits filed as inhibitors; 5.9% of 310,000 active; AID 504832; also: potency is read from the fitted curve at half-maximal effect; % is scaled to controls: 0 for no effect and ±100 for the full control effect
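Cell-based growth assay: transgenic P. falciparum expressing firefly luciferase, cultured in red cells within RPMI 1640 containing 0.5% w/v Albumax, 24 mM bicarbonate and gentamycin. A drop in luciferase activity indicates inhibition.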
Shiga inhibitor – blocks Shiga toxin action in Vero cells; Vero cells, Shiga toxin protein synthesis inhibition reporter; inhibition, % at 38.7 µM; 9.2% of 290,000 active; AID 2315; in the data active = inhibition mostly above about 28%, no sharp cut-off; inactive = mostly below about 43%; also: 0% is about no effect
HCV inhibitor – blocks hepatitis C virus; Huh7.5.1 HCVcc-Cre infection, luciferase reporter, 44 h; Potency, µM (titrated, usually from 41.8 µM), for the others: at the top dose activity change, negative = inhibition, usual class: inhibitors; 3.4% of 340,000 active; AID 651820; also: potency is read from the fitted curve at half-maximal effect; % is scaled to controls: 0 for no effect and ±100 for the full control effect
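Cells (1,000/well) were plated 4 h before compound, then infected with HCVcc-Cre virus (~0.5 moi). After 44 h further culture, infection was read as luciferase luminescence following a 15 min substrate incubation at room temperature.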
Tb PYK inh – inhibitors of Trypanosoma brucei pyruvate kinase | Q57TT1 | TbPYK enzyme, Kinase-Glo Plus ATP luminescence, 45 min | Potency, µM (highest dose often 76.8 µM), inactives show at the highest dose activity, negative = inhibition, actives largely listed as inhibitors | 0.12% of 410,000 active; also: potency is read from the fitted curve at half-maximal effect; % is scaled to controls: 0 for no effect and ±100 for the full control effect; nearly all actives have a fitted effect of over 50% in size
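T. brucei PYK with substrate was exposed to pin-transferred compounds across a concentration series, then started with 130 uM ADP (final). After 45 min at room temperature, Kinase-Glo Plus luminescence was read, normalized and curve-fitted.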
LmPK inh – blocks Leishmania mexicana pyruvate kinase activity; Potency, µM (series often up to 57.5 µM), for inactives: at the top dose activity change, negative = inhibition, usual class: inhibitors; Q27686; AID 1721; 0.37% of 290,000 active; purified LmPK, Kinase-Glo ATP luminescence, 1 h; also: potency is read from the fitted curve at half-maximal effect; % is scaled to controls: 0 for no effect and ±100 for the full control effect
Target sequence (Q27686 whole entry, looked up): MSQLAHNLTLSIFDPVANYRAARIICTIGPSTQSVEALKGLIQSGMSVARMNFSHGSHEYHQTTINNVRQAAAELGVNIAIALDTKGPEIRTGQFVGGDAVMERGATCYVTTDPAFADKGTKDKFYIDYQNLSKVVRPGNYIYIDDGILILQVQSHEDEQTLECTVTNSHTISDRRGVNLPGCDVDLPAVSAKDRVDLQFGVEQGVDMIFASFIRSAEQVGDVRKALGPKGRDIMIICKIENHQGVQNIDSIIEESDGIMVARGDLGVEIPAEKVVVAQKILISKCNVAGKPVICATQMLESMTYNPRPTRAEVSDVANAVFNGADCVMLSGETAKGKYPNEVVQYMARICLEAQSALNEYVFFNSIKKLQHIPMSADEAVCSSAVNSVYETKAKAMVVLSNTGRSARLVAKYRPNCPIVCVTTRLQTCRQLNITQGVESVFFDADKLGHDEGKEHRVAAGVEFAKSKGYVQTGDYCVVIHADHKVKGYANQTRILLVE
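qHTS format; LmPK 0.1 nM; substrates PEP 0.5 mM and ADP 0.1 mM. One-hour room-temperature incubation, then coupled luciferase luminescence; 0.5 nM enzyme wells mark activation.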
Pf growth 96h – P. falciparum growth inhibition at 96 hours; 6.9% of 320,000 active; P. falciparum luciferase reporter growth, 96 h; AID 504834; Potency, µM (titrated, usually from 28.7 µM), for the others: top-dose activity change, negative = inhibition, actives largely listed as inhibitors; also: potency is read from the fitted curve at half-maximal effect; % is scaled to controls: 0 for no effect and ±100 for the full control effect
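P. falciparum expressing integrated firefly luciferase, in erythrocytes at 2% hematocrit, 0.05% parasitemia, incubated with compounds 96 h at 37 C, 5% CO2. Growth inhibition read as loss of luminescence; two-generation exposure targets delayed-death apicoplast inhibitors.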
Cycloheximide cs – counter-screen for Shiga toxin inhibitors: cycloheximide protein synthesis inhibition; cell reporter, cycloheximide protein synthesis inhibition counterscreen; max response, %; 12% of 300,000 active; AID 2314; in the data active = max response mostly above about 13%, no sharp cut-off; inactive = mostly below about 14%; also: read at 38.3 µM for the half of the compounds with a filed dose; 0% is about no effect
The depositor's hits bear a star; ? = inconclusive; . = no result given; & = joins results of further samples; [ ] = dose if it differs, or a comment. Unless noted, calls follow the shape of the dose curve; as a rule, active = well fitted curve in the direction sought with a large enough effect; inconclusive = small, poorly fitted or top-dose-only effect, or another doubt; inactive = no such curve, though single readings can be large; an effect the other way counts as inactive or inconclusive.

SMILES	Pf growth 48h	Shiga inhibitor	HCV inhibitor	Tb PYK inh	LmPK inh	Pf growth 96h	Cycloheximide cs
Cc1ccc(C2C3=C(CCCC3=O)Nc3c2c(C)nn3-c2ccccn2)o1 (configuration not stated)	9%	-3	.	.	0%	-3%	-4
Cc1ccccc1-c1cc(C(=O)N/N=C/c2cccnc2)c2ccccc2n1	10µM*	-13	-15%	1%	-1%	-15%	3
O=c1oc(-c2ccc([N+](=O)[O-])cc2)nc2ccccc12	?	-10	7%	1%	6%	?	4
Cc1ccc(C)c(NC(=S)N(C)CCc2ccccn2)c1	-67%	9	12%	-14%	1%	-7%	4
COc1cc(NC(=O)C2CCCN2S(=O)(=O)c2ccc3c(c2)CCC(=O)N3)cc(OC)c1 (configuration not stated)	.	-2	1%	0%	5%	?	-3
O=C1Nc2ccc(S(=O)(=O)N3CCCC3C(=O)O)c3cccc1c23 (configuration not stated)	.	-7	13%	3%	6%	-22%	-6
CN(C)c1nc(Oc2ccc(=O)n(C)n2)nc(N2CCOCC2)n1	25%	-4	2%	3%	0%	?	-2
CCOC(=O)c1nnn(CC(=O)N2N=C(c3ccc(Cl)cc3)CC2c2ccccc2)c1C(=O)OCC (configuration not stated)	?	-3	12%	4%	4%	?	-2
COc1ccc(CN2CCC(CO)(Cc3cccc(C(F)(F)F)c3)CC2)cc1Cn1cccn1	?	10	?	3%	5%	156%[activator]	-1
CN1CCCN(Cc2ccc(Cl)cc2Cl)CC1	.	-10	?	1%	-10%	-26%	-1
CCc1ccc(-n2c(=S)sc3c(=O)n(-c4ccccc4)c(SCC(=O)O)nc32)cc1	7%	-6	5%	2%	1%	?	-2
C=CCC(=O)OCC(=O)Nc1ccc(Cl)cn1	.	-6	18%	-2%	6%	6%	-2
CCC(Sc1nc(=O)cc(N)n1CCc1ccccc1)C(=O)Nc1cc(C)on1 (configuration not stated)	?	2	11%	-1%	-1%	-4%	-2
CCOc1ccc(-n2c(O)cc(=O)[nH]c2=O)cc1	55%[activator]	8	10%	-3%	0%	-6%	12
COC(=O)c1sccc1-c1ccc(/C=N/OC(=O)c2ccccc2)o1	25%	-7	?	1%	-3%	6%	3

Limited to Pf growth 48h, Cycloheximide cs and Shiga inhibitor, for some of the entries so far:
mol | Pf growth 48h | Cycloheximide cs | Shiga inhibitor
CCC(Sc1nc(=O)cc(N)n1CCc1ccccc1)C(=O)Nc1cc(C)on1 (configuration not stated) | ? | -2 | 2
COC(=O)c1sccc1-c1ccc(/C=N/OC(=O)c2ccccc2)o1 | 25% | 3 | -7

Later entries
SMILES	Pf growth 48h	Shiga inhibitor	HCV inhibitor	Tb PYK inh	LmPK inh	Pf growth 96h	Cycloheximide cs
CCOc1ccc(S(=O)(=O)N2CCCCC2)cc1NC(=O)Cc1ccccc1	-23%	.	-7%	2%	.	?	.
Cc1nn(-c2ccccc2)c(=O)c2ccccc12	12%	18	5%	-1%	0%	?	14
COc1ccc(/C=C/C(=O)NCCCc2ccccc2)cc1	-16%	-2	-21%	-8%	3%	145%[activator]	0
CCOC(=O)Cc1cc(-c2ccc(O)cc2)nc2ccc3ccccc3c12	?	83*	?	-1%	-3%	12µM*	22
CC(C)(C)c1ccc(OCC(=O)NNC(=O)C2CCCO2)cc1 (configuration not stated)	9%	-8	12%	-9%	6%	290%[activator]	-1
CCOC(=O)c1cnc(SC2CC(=O)N(c3ccc(OC)c(OC)c3)C2=O)nc1N (configuration not stated)	8%	-13	16%&4%	4%	-7%	-2%	-2
Cc1ccc2cccc(SCC(=O)NCc3ccco3)c2n1	9%	-6	-8%	0%	-2%	.	10
O=C(CN1C(=O)/C(=C\c2ccccc2Br)Oc2ccccc21)NCCCN1CCOCC1	-4%	-3	?	-1%	1%	2.3µM*	-5
O=C(Nc1nc2ccccc2[nH]1)c1ccc(Cl)c(S(=O)(=O)N2CCCC2)c1	.	71	22µM*	5%	4%	-104%	33*
CSCCC(NC(=O)COc1ccccc1)C(=O)NC1CCC(C)CC1 (configuration not stated)	-14%	.	-14%	9%	.	-27%	.
CC1=NNC(=O)C1CC(=O)N/N=C/c1sccc1C (configuration not stated)	80%[activator]	1	-13%	4%	3%	45%[activator]	12
C=CCN1C(=O)c2ccc(C(=O)NCC(c3ccccc3)N(C)C)cc2C1=O (configuration not stated)	22%	-9	-7%	7%	-3%	1%	9
O=C(Nc1sc2c(c1CN1CCOCC1)CCC2)c1ccc(F)cc1	-7%	28	-16%	-3%	-3%	-26%	-2
O=C(N/N=C/c1cn(-c2ccccc2)nc1-c1cc2ccccc2o1)c1cccnc1	?	106*	7%	4%	-1%	?	53*
Cc1cc(C)n(CCCNC(=O)c2ccc(S(=O)(=O)NCc3ccco3)cc2)n1	-4%	0	27%&9%	0%	4%	-26%	7
CCCNCc1cc(OC)c(OCC(=O)NCCc2ccccc2)cc1Br	?	-9	?	-1%	1%	?	2
Cc1ccc(C(C)C)c(OCC(=O)NNC(=O)C(C(C)C)N2C(=O)c3ccccc3C2=O)c1 (configuration not stated)	-19%	-11	1%	-6%	0%	18%	-2
O=C(CNC(=O)c1ccc(Br)o1)Nc1cccc(-c2cnc3ccccc3n2)c1	35%[activator]	33	?	-5%	1%	-33%	6
Cn1c(C(=O)N2CCC3(CC2)OCCO3)cc2c(=O)n(C)c3ccccc3c21	-15%	0	-6%	-22%	-3%	18%	-2
Cc1ccc(C(=O)NCC(=O)OCc2nnc(-c3ccccc3)o2)cc1	39%[activator]	9	17%	-8%	5%	-24%	24*
Cc1ccc(-n2c(O)c(/C=N/N3CCOCC3)c(=O)[nH]c2=S)cc1	9%	-10	22%	-2%	5%	0%	1
FC(F)(F)c1cccc(C2=CCN(CCc3ccc4ccccc4c3)CC2)c1	10%	-13	.	7%	.	-10%	7
Cc1ccccc1C(=O)Nn1c(C)ccc1C	12%	-3	.	.	4%	38%[activator]	1
O=C(Cc1ccc(-n2cnnn2)cc1)NC12CC3CC(CC(C3)C1)C2	-12%	-4	12%	-3%	0%	-11%	-1
COc1ccc(C(=O)NC(=S)N(Cc2ccccc2)Cc2ccccc2)cc1	31%[activator]	144*	-1%	-3%	9%	?	32*
Cc1cc(/C=N/n2cnnc2)c(C)n1-c1ccc(C(=O)O)cc1	13%	-7	5%	.	2%	7%	-2
COc1ccc(OC)c(N(CC(=O)NC2CCCC2)S(=O)(=O)c2ccc(OC)c(OC)c2)c1	?	-18	3%	-7%	3%	5.9µM*	6
O=c1[nH]nc(Cc2ncc(C(F)(F)F)cc2Cl)c2ccccc12	9%[0.00184 µM]	-2	?	1%	1%	18%	-6
O=C(CN1CCOCC1)N(c1ccccc1)c1ccc2ccccc2c1	1%	-7	-4%	-1%	4%	85%[activator]	2
CCOc1ccc(NC(=O)CCSc2nnc(C)s2)cc1	24%	32	1%	-4%	-3%	6%	0
CCc1nc(SCC(=O)NCc2ccc(F)cc2)c2c(=O)n(C)c(=O)n(C)c2n1	5%	2	2%	1%	-2%	32%	-1
Cc1cc(C)cc(C(=O)NCC(=O)NNC(=O)CSc2ccccc2F)c1	-32%	.	?	-2%	.	6%	.
COc1ccc(OC)c(S(=O)(=O)CC(=O)c2cc3ccc(OC)cc3oc2=O)c1	?	32	1%	-5%	8%	?	8
COCCNC(=O)c1cc(OC)c(OC)cc1[N+](=O)[O-]	8%	-7	30%	-5%	-2%	27%	-7
O=C(CSc1nncs1)Nc1ccc(N2CCCCC2)cc1	261%[activator]	.	?	-9%	.	232%[activator]	.
CCOCCCNC(=O)C(NC(=O)c1ccc2c(c1)OCO2)c1ccccc1 (configuration not stated)	-3%	3	6%	4%	4%	?	2
O=P(c1ccccc1)(c1ccccc1)c1cc(S(=O)(=O)O)ccc1O	-14%	15	15%	-9%	0%	11%	-3
Nc1nonc1C(=O)NCCNC(=O)c1ccc(Cl)cc1	25%	5	2%	2%	5%	?	-5
C=CCNC(=S)Nc1cc(Cl)ccc1OC	8%	-5	-13%	-7%	0%	64%[activator]	-1
CCC(C)n1c(SCC(=O)Nc2ccc3[nH]c(=O)[nH]c3c2)nc2ccccc2c1=O (configuration not stated)	?	.	?	6%	.	?	.
Cn1nnc2sc3c(c2c1=O)CCCC3	?	-14	13%	3%	-2%	?	7
CC1=CC2=NC(=O)CC(C)(C(=O)N(CC(=O)NC(C)(C)C)C3CCCC3)N2C=C1 (configuration not stated)	-1%	-4	.	1%	-6%	?	-3
CC(=O)c1c(C)[nH]c(C(=O)CSc2nnc(-c3ccc(Cl)cc3)n2CC2CCCO2)c1C (configuration not stated)	.	-14	?	-23%	4%	5.9µM*	10
Cc1nc(NC(=O)CSc2nnnn2Cc2ccccc2)sc1C	10%	75*	9%	1%	1%	28%	28*
O=C(Cn1c(C(F)(F)F)nc2ccccc21)N=Nc1c(O)[nH]c2ccc(Br)cc12	-24%	-7	-20%	-2%	4%	-3%	-5
Cc1ccc(S(=O)(=O)Oc2ccc(/C=C(/NC(=O)c3ccccc3)C(=O)NC(C)C(=O)O)cc2)cc1 (configuration not stated)	4%	-3	17%	4%	3%	?	-1
CC(C)(C)c1nnc2sc(SCC(=O)c3ccc4c(c3)OCCO4)nn2c1=O	-10%	23	11%	-3%	-3%	-1%	10

Molecules from the list above that contain a Cl atom (8):
SMILES	Pf growth 48h	Shiga inhibitor	HCV inhibitor	Tb PYK inh	LmPK inh	Pf growth 96h	Cycloheximide cs
CCOC(=O)c1nnn(CC(=O)N2N=C(c3ccc(Cl)cc3)CC2c2ccccc2)c1C(=O)OCC (configuration not stated)	?	-3	12%	4%	4%	?	-2
CN1CCCN(Cc2ccc(Cl)cc2Cl)CC1	.	-10	?	1%	-10%	-26%	-1
C=CCC(=O)OCC(=O)Nc1ccc(Cl)cn1	.	-6	18%	-2%	6%	6%	-2
O=C(Nc1nc2ccccc2[nH]1)c1ccc(Cl)c(S(=O)(=O)N2CCCC2)c1	.	71	22µM*	5%	4%	-104%	33*
O=c1[nH]nc(Cc2ncc(C(F)(F)F)cc2Cl)c2ccccc12	9%[0.00184 µM]	-2	?	1%	1%	18%	-6
Nc1nonc1C(=O)NCCNC(=O)c1ccc(Cl)cc1	25%	5	2%	2%	5%	?	-5
C=CCNC(=S)Nc1cc(Cl)ccc1OC	8%	-5	-13%	-7%	0%	64%[activator]	-1
CC(=O)c1c(C)[nH]c(C(=O)CSc2nnc(-c3ccc(Cl)cc3)n2CC2CCCO2)c1C (configuration not stated)	.	-14	?	-23%	4%	5.9µM*	10
